Source: PubChem (several laboratories)
T cell HTS = T cell immune modulators affecting CD8 T cell-vesicle binding. 0.068% of 330,000 active. calls only at 7 µM. 2C CD8+ T cell-vesicle binding, flow cytometry; stronger effect = lower value. AID 2052;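 active = response, share of CD8 T cells binding vesicles, and their 90th percentile fluorescence all below set limits, cut at about 80% in these data, passing the limit was not always enough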
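Also added: QL9-peptide-loaded Drosophila micro-vesicles bearing Ld, ICAM-1 and B7-1; Test system: purified 2C TCR transgenic mouse naive CD8+ T cells; Measured by: cytometric PE anti-B7-1 and Alexa647 anti-CD8 signals after 1% paraformaldehyde fixation; Timing: binding step 1.5 h, 37 °C, antibody labelling 20 min, ice.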
Lipid droplet = hepatic lipid droplet formation modulation; AID 1656; AML12 mouse hepatocytes, oleate lipid droplets, BODIPY imaging; inhibition, % at 6.5 µM; 0.4% of 240,000 active;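 active = lipid droplet intensity inhibited by at least 50%, with more than 500 cells counted; inconclusive = wells with under 300 cells, treated as cytotoxic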
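Assay system: AML12 mouse liver cells | Compound dosing: One dose, 6.5 µM compound | Read-out basis: Droplet intensity reduction, % inhibition | Measured by: Fluorescence imaging, 20x objective, two fields per well | Schedule: Overnight treatment with compound plus oleate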
Myeloid diff MLP = myeloid differentiation induction; AID 624256; ER-HoxA9 myeloid progenitors, lysozyme-GFP differentiation, flow cytometry; calls only at 10 µM; 1% of 360,000 active;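 active = normalized GFP-positive differentiation at or above the plate's own cutoff, the solvent-only control mean plus 3 SD; inconclusive = no clear call, values can overlap the other calls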;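 note: cells exposed to compound for four days before flow analysis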
Lipid droplet cells 6.5 µM = second read-out of Lipid droplet, no call of its own (marks repeat the call); cell count; measured here: cell count, cytotoxicity flag;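 cells counted across two imaged fields per well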
T cell HTS vesicle-bound % = also measured in T cell HTS; calls as there; double positive events, %; measured here: CD8+ vesicle-bound cell fraction;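 binding gate set so that unloaded-vesicle control wells show 10% double positive cells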
Myeloid diff MLP GFP+ MAC1+ % = second read-out of Myeloid diff MLP, no call of its own (marks repeat the call); GFP+ MAC1+ double positive, %; measured here: differentiation confirmed by MAC1 staining
* = called active by the depositor; i = inactive; ? = inconclusive; / = not tested or not shown; + = active, no number. The list is partial; rates above refer to the full screens.

Values run as follows: T cell HTS	T cell HTS vesicle-bound %	Lipid droplet	Lipid droplet cells 6.5 µM	Myeloid diff MLP	Myeloid diff MLP GFP+ MAC1+ %
- COc1ccc(NC(=O)CCNS(=O)(=O)c2ccc3c(c2)CC(C)N3C(C)=O)cc1 (centres undefined)
  i	13.5	2.8	746	i	11.0
- COc1ccc(CN2CCNC(=O)C2CC(=O)NC2CCCC2)c(C)c1C (centres undefined)
  i	9.4	-2.0	748	i	6.7
- Cn1nccc1NC(=O)Nc1ccccc1
  i	41.9	1.5	712	i	0.7
- O=C(CCC(=O)Nc1ccccc1)N/N=C/c1cccnc1
  i	57.3	-2.0	842	i	0.2
- Clc1nc(NC2CCCC2)nc(N2CCOCC2)n1
  i	57.7	3.7	842	i	0.6
- CC(C)C[C@H](NC(=O)N1CCn2c1nc1ccccc12)C(=O)NCC1CCCO1 (some centres undefined)
  i	41.7	15.5	741	i	1.3
- CSc1ccccc1NC(=S)NC1CCCC1
  i	56.0	-5.5	905	?	/
- CCC(C)(C)NC(=O)C(C(C)C)N(CC1CCCO1)C(=O)CNS(=O)(=O)c1ccc(F)cc1 (centres undefined)
  i	37.4	-18.0	820	i	1.6
- O=C(Nc1ccc(F)cc1F)c1cccc(C(=O)Nc2ccc(F)cc2F)n1
  i	68.0	-3.5	771	i	1.0
- Cc1cc(OC(C)C(=O)NCc2ccncc2)c2c(C)c(C)c(=O)oc2c1 (centres undefined)
  i	9.7	20.8	754	i	1.1
- Cc1cccc(C(=O)Nc2nnc(S(=O)(=O)N3CCCCCC3)s2)c1
  i	42.6	1.4	732	i	5.1
- COC(=O)c1ccc(CNC(=O)CSc2nc3ccccc3[nH]2)cc1
  i	42.1	-3.9	828	i	2.1
- CCc1ccc(OC(=O)c2cncc(Br)c2)cc1
  i	47.0	-30.3	839	i	0.7
- CCOc1ccc2nc(N(CCN(C)C)C(=O)c3cc4ccccc4cc3OC)sc2c1
  i	55.2	5.0	735	i	2.5
- COc1ccc(C(=O)/C=C2/C(=O)Nc3ccccc32)cc1
  i	38.3	-4.0	808	i	1.1
- CCCn1nnnc1NCc1ccc(OC)cc1
  i	56.3	-4.3	772	i	0.4
- COc1ccccc1C(=O)NNC1=NS(=O)(=O)c2ccccc21
  i	60.3	-3.3	787	i	0.5
- Cn1c(=O)c(C(=O)NCCc2ccccc2)c(O)c2ccccc21
  i	2.1	-7.1	860	i	0.4
- CSCCC(NC(=O)c1ccccc1Cl)C(=O)N1CCN(C(c2ccccc2)c2ccccc2)CC1 (centres undefined)
  i	5.3	-1.0	786	i	0.4
- Cc1ccc2c(c1)N(CC(=O)N1CCCCC1C)C(=O)CO2 (centres undefined)
  i	20.8	-20.7	813	i	1.2

Complete entries, quoted from the list. Screens in order: T cell HTS | T cell HTS vesicle-bound % | Lipid droplet | Lipid droplet cells 6.5 µM | Myeloid diff MLP | Myeloid diff MLP GFP+ MAC1+ %
`Clc1nc(NC2CCCC2)nc(N2CCOCC2)n1` across the screens: i | 57.7 | 3.7 | 842 | i | 0.6
`COc1ccc(CN2CCNC(=O)C2CC(=O)NC2CCCC2)c(C)c1C` (centres undefined) across the screens: i | 9.4 | -2.0 | 748 | i | 6.7
`O=C(Nc1ccc(F)cc1F)c1cccc(C(=O)Nc2ccc(F)cc2F)n1` across the screens: i | 68.0 | -3.5 | 771 | i | 1.0
`COc1ccccc1C(=O)NNC1=NS(=O)(=O)c2ccccc21` across the screens: i | 60.3 | -3.3 | 787 | i | 0.5
`COC(=O)c1ccc(CNC(=O)CSc2nc3ccccc3[nH]2)cc1` across the screens: i | 42.1 | -3.9 | 828 | i | 2.1

(further entries)
Values run as follows: T cell HTS	T cell HTS vesicle-bound %	Lipid droplet	Lipid droplet cells 6.5 µM	Myeloid diff MLP	Myeloid diff MLP GFP+ MAC1+ %
- CCOC(=O)c1c(C)[n+](-c2ccc(C)cc2)c(CC)c2cc(OC)c(OC)cc12
  i	53.5	-3.2	787	i	1.4
- COc1cccc(OC)c1C(=O)Nc1ccc(S(=O)(=O)Nc2ncccn2)cc1
  i	41.3	-3.1	740	i	1.3
- CN1CCN(c2ccc(NC(=O)c3ccco3)cc2Cl)CC1
  i	69.8	6.6	849	i	0.4
- C=CCN(c1ccc(C(=O)NCCCn2ccnc2)cc1)S(C)(=O)=O
  i	61.8	9.6	808	i	0.7
- Cc1cccc(-n2c(SC(C)C(=O)O)nc3sc4c(c3c2=O)CCCC4)c1 (centres undefined)
  i	19.1	-0.9	714	i	1.0
- Cc1cc(N2CCOCC2)n2nc(C)c(-c3ccccc3Cl)c2n1
  i	28.4	78.2*	829*	i	0.4
- CN(C(=O)c1ccccc1Cl)c1ccccc1C(=O)NCCc1ccccc1
  i	43.7	-12.1	818	i	0.9
- Clc1cccc(C2Nc3cccc4cccc(c34)N2)c1
  i	51.0	-4.3	834	i	1.5
- CC(C)[C@H](NC(=O)[C@@H]1Cc2ccccc2CN1)C(=O)Nc1ccc2c(c1)OCO2
  i	7.4	-11.9	696	i	2.4
- CCCc1nnc(NC(=O)CCC(=O)N2CCN(Cc3ccc(C)cc3C)CC2)s1
  i	7.4	-2.0	778	i	1.3
- COc1cc(/C=N/n2nnnc2N)ccc1OCC(N)=O
  i	61.8	-6.2	759	i	0.8
- Cc1ccc(CCNC(=O)c2ccc(NC3=NC4CS(=O)(=O)CC4S3)cc2)cc1 (centres undefined)
  i	25.6	-17.0	677	i	0.5
- Cc1c(C(N)=O)sc2ncn(CC(=O)N(C)C3CCCCC3)c(=O)c12
  i	9.4	-2.4	715	i	1.3
- COc1cc(Cl)c(C)cc1Nc1ncccn1
  i	24.9	0.8	722	?	/
- CCn1c(CSCc2ccc(C)cc2)n[nH]c1=S
  i	53.9	3.9	842	i	0.1
- COc1ccc(OC)c(Nc2nc(N)c([N+](=O)[O-])c(N3CCOCC3)n2)c1
  i	43.9	-8.7	784	i	0.3
- O=C(NCC1CCCO1)c1ccc(NC(=O)c2ccc([N+](=O)[O-])cc2)cc1 (centres undefined)
  i	59.2	-1.8	816	i	0.3
- N#C/C(=C\c1ccncc1)C(=O)Nc1ccc(C(=O)O)cc1
  i	21.2	16.3	837	i	0.2
- COc1cc(/C=C/c2cc[n+](C)cc2)ccc1OCC(=O)Nc1ccccc1
  i	5.9	-5.2	783	i	0.7
- O=C(NC12CC3CC(CC(C3)C1)C2)c1cccc([N+](=O)[O-])c1
  i	30.6	-1.4	859	i	0.6
- COc1ccc(-c2c(C)nn3c(N4CCOCC4)cc(C)nc23)cc1OC
  i	19.6	20.5	720	+	15.9*
- Cc1ccc(C(=O)Nc2c(N)nc(SCC(=O)NCC3CCCO3)[nH]c2=O)cc1 (centres undefined)
  i	59.7	4.2	813	i	1.1
- CN(C)S(=O)(=O)c1ccc(N2CCCC2)c(C(=O)NCCc2ccc(F)cc2)c1
  i	21.9	-18.8	782	i	3.5
- Nc1nc(-c2ccccc2)c(-c2ccccc2)n1N
  i	13.2	-0.8	862	i	0.8
- O=C(NCCN1CCOCC1)c1cc(-c2cccs2)nc2ccccc12
  i	8.4	-12.7	679	i	5.2
- COc1cccc(CN2CC(C(=O)NC3(c4ccccc4)CC3)CCC2=O)c1 (centres undefined)
  i	6.1	6.7	730	i	0.5
- N#Cc1ccccc1COC(=O)CCCC1=NS(=O)(=O)c2ccccc2N1
  i	29.0	6.3	719	i	1.4
- CN(C(=O)CCNC(=O)Cn1ccc2ccccc2c1=O)c1ccc(Br)cc1
  i	53.6	-4.0	812	i	0.7
- CC1(C)Cc2c(cnn2-c2ccc(F)cc2)C(NC(=O)CCC(F)(F)F)C1 (centres undefined)
  i	52.8	-1.0	787	i	0.3
- Cc1ccc(C(=O)N2CCOCC2)cc1S(=O)(=O)N1CCOCC1
  i	25.7	2.7	838	i	0.7
- Cc1cccc(N2CCN(c3nc(C)cc(C)c3C#N)CC2C)c1 (centres undefined)
  i	36.1	-21.8	833	i	0.4
- COc1cc2[nH]c(=S)nc(NCc3cccc(Cl)c3)c2cc1OC
  i	47.6	14.9	751	i	0.9
- CC1CC(C)CN(c2ccc(NS(=O)(=O)c3ccccc3)cc2C(=O)O)C1 (centres undefined)
  i	50.0	4.9	807	i	2.5
- CC(C)Cc1nnc(NC(=O)CCC(=O)N2CCN(c3ccc([N+](=O)[O-])cc3)CC2)s1
  i	15.0	-4.4	722	i	0.9
- Cc1ccc(OCCN(C)C(=O)c2cc(COc3ccc(F)cc3F)on2)cc1
  i	33.4	-1.7	820	i	0.2
- Cc1cccc(C(=O)N/C(=C/c2ccco2)C(=O)N2CCCCCC2)c1
  i	22.2	-5.6	708	i	1.5
- COc1ccc2c(=O)c3ccccc3oc2c1
  i	56.8	7.0	792	i	3.1
- CN(C)C(=O)c1ccc(NC(=O)CN2CCc3cc4c(cc3C2)OCCCO4)cc1
  i	8.1	3.0	721	i	0.7
- O=C(Nc1cccnc1)C1CC(=O)N(c2ccc(F)cc2)C1 (centres undefined)
  i	40.8	-6.9	793	i	0.5
- CCOc1ccc(N2CC(C(=O)Nc3ccccc3C(=O)NC3CC3)CC2=O)cc1 (centres undefined)
  i	28.9	-2.1	813	?	/
- COc1ccc(-n2nc(C(=O)N(C)C)nc2-c2ccccc2)cc1
  i	23.9	-5.6	817	i	0.4
- CC1CCCN(CCCNC(=O)CN2C(=O)COc3ccccc32)C1 (centres undefined)
  i	31.1	-0.8	704	i	1.1
- CN1CCCN(C(=O)c2cccc(Br)c2)CC1
  i	58.4	7.8	883	i	1.2
- O=C(CN(Cc1ccccc1)C(=O)CCC(=O)Nc1nccs1)NCC1CCCO1 (centres undefined)
  i	46.0	-3.4	781	i	1.5
- Cc1ccc(NC(=O)Cn2cc(C=O)c3ccccc32)cc1C
  i	51.9	3.8	806	i	0.3
- Cc1cc(NS(=O)(=O)c2ccc(NC(=O)COc3ccc(Br)cc3)cc2)nc(C)n1
  i	14.3	-2.7	730	i	3.4
- Cc1ccc(C)c(-c2cc(C(=O)NC3CC3)c3ccccc3n2)c1
  i	27.0	-1.1	689	i	0.6
- COc1cc(/C=N/NC(=O)c2csc3c2CCCC3)ccc1OCCN1CCOCC1
  i	18.1	14.9	664	i	0.5
- CCOc1ccccc1OC(=O)CN1C(=O)c2ccccc2C1=O
  i	42.3	4.5	777	i	0.3
- CCOc1ccc(CCNC(=O)C2CCCN(S(=O)(=O)N3CCOCC3)C2)cc1OCC (centres undefined)
  i	41.3	-5.6	758	i	1.1
- Cc1ccc(C(=O)Nc2ccccc2C(=O)NCc2cccnc2)cc1
  i	58.4	50.8*	683*	i	1.4
- O=C(Cc1ccccc1)N1CCc2[nH]nc(-c3ccccc3)c2C1
  i	56.2	20.8	430	i	0.6
- Cc1ccc(S(=O)(=O)Nc2ccc(Nc3ccccc3)cc2)cc1
  i	55.8	29.5	853	i	0.8
- O=C(Nc1cccc2c1CCCC2)c1ccccc1F
  i	19.1	-6.3	845	i	0.4
- CCn1c(SCC(=O)N2CCCCCC2)nc2ccccc2c1=O
  i	29.4	-14.7	732	i	0.8
- Cc1cccc(C(=O)Nc2nnc(S(=O)(=O)N(C)Cc3ccco3)s2)c1
  i	49.8	9.9	705	i	0.6
- Cc1ccc(NC(=O)Cn2cc(C(=O)C3CC3)c3ccccc32)c(C)c1
  i	51.1	17.4	803	i	0.9
- O=C1Nc2ccccc2C1=Nc1cccc(Cl)c1
  i	40.6	1.7	798	i	0.0
- O=C(O)c1ccc(S(=O)(=O)c2ccc3c(c2)C(=O)N(c2ccccc2[N+](=O)[O-])C3=O)cc1
  i	14.2	8.3	688	i	0.8
- Cc1ccc(NC(=O)c2ccc3nc(N4CCOCC4)sc3c2)c(Cl)c1
  i	37.0	0.8	742	i	2.0

(more compounds)
Values run as follows: T cell HTS	T cell HTS vesicle-bound %	Lipid droplet	Lipid droplet cells 6.5 µM	Myeloid diff MLP	Myeloid diff MLP GFP+ MAC1+ %
- CCc1ccc(-c2cc(C)no2)cc1S(=O)(=O)NCc1ccccc1OC
  i	51.7	-5.9	718	i	2.7
- COc1cc(NC(=O)C2=C(C)OCCS2)c(Cl)cc1C(=O)NCCN1CCN(C)CC1
  i	52.8	-4.4	739	i	0.8
- CCCn1c2ccccc2c2cnn(CC(=O)NCCCN3C(C)CCCC3C)c(=O)c21 (centres undefined)
  i	32.1	-0.3	709	i	4.2
- COc1ccc(Cl)cc1CN1C(=O)NC2(CCCCCC2)C1=O
  i	24.8	-5.7	829	i	0.8
- Cc1cc(C)c(C)c(S(=O)(=O)NCCCn2ccnc2)c1C
  i	51.6	-9.2	815	i	0.5
